DYRK1A inh: Dyrk1A (rat) kinase inhibition. hit rate 0.43% among 310,000. inhibition, % at 12.5 µM. ADP-Glo luminescence, NFATc1 peptide; in the data active means inhibition above about 50%;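 further: plate controls were vehicle with enzyme for no effect and no enzyme for full effect; many of its hits are not listed in these tables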
ANO1 activ: mouse TMEM16A channel activation, primary screen; AID 623877; HEK293 TMEM16A/YFP-H148Q/I152L, iodide quench fluorescence; hits give low values; B-score at 10 µM; hit rate 0.3% among 340,000;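 active means fluorescence-ratio B-score plate-corrected deviation score at least 3 library SD below zero, with starting fluorescence score within 5 deviations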;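 further: channel opened by trigger with iodide after compound preincubation; score built on the fluorescence ratio of max minus min over baseline; more negative score means more quench and so TMEM16A activation or potentiation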
hERG rescue: compounds protecting human hERG from proarrhythmic drug block; Q12809; CHO-hERG, FluxOR thallium flux, dofetilide IC70 present; activation (rescue from dofetilide block), less the hit threshold, % at 10 µM; hit rate 0.51% among 310,000; AID 1511;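 active means activation above the mean of controls blocked by dofetilide plus 5 SD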;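 further: thallium influx through hERG after potassium depolarization seen as dye fluorescence rise; in these data hits start at about 4.7%; inactives centre near -7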
HDAC3 inhib: inhibitors of human histone deacetylase 3; recombinant HDAC3, fluorogenic peptide/trypsin coupled, fluorescence; O15379; hit rate 0.15% among 320,000; inhibition, % at 8.3 µM; in the data active means inhibition above about 26%, passing the limit was not always enough; inconclusive means no clear call, values can overlap the other calls
TMEM16A inh: mouse TMEM16A channel inhibition, primary screen; HEK293 TMEM16A/YFP iodide influx fluorescence, ionomycin; normalized B-score (activity score, 25-100; higher = stronger inhibition) at 10 µM; hit rate 1.2% among 310,000; AID 588511;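 active means ratio plate-corrected score three or more library SD toward inhibition, starting fluorescence score within five deviations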;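 further: score derived from kinetic fluorescence span divided by baseline fluorescence per well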
KCNQ1 inh: human KCNQ1 channel inhibition; P51787; CHO-K1 KCNQ1, FluxOR thallium flux fluorescence; hits give high values; B-score at 10 µM; hit rate 1.3% among 310,000; AID 2642;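 active means compounds whose thallium flux B-score, printed positive for inhibition, exceeds three library SD while starting fluorescence stays within three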;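 further: channel opened by potassium depolarization with thallium stimulus after 20 min compound exposure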
Target sequence (P51787 whole entry, looked up): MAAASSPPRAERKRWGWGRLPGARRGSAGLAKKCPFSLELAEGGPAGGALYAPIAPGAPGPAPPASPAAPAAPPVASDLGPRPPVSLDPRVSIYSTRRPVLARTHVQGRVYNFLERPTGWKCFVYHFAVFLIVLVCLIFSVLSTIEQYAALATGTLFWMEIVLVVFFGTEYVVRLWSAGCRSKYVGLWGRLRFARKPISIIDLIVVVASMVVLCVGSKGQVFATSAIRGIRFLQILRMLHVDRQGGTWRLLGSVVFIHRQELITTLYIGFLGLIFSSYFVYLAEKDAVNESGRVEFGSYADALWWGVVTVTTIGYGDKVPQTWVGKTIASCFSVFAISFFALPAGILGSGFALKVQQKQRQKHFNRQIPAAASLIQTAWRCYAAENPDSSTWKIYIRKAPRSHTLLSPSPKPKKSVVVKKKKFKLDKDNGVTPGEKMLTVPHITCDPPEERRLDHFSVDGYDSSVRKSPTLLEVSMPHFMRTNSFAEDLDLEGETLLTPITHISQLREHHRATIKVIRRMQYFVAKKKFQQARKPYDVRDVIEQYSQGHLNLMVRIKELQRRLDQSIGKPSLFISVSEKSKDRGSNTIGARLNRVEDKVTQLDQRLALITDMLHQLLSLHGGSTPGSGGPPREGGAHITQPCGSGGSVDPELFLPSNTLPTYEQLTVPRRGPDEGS
KCNK9 inh: human KCNK9 channel inhibition. Q9NPC2. HEK293 KCNK9, FluxOR thallium flux fluorescence; hits give low values. AID 488922. hit rate 1.2% among 310,000. B-score at 10 µM;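 active means ratio B-score over 3 SD below the library mean, with starting fluorescence within 5 SD of its mean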;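 further: negative B-score means less thallium flux so channel inhibition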
Target sequence (Q9NPC2 whole entry, looked up): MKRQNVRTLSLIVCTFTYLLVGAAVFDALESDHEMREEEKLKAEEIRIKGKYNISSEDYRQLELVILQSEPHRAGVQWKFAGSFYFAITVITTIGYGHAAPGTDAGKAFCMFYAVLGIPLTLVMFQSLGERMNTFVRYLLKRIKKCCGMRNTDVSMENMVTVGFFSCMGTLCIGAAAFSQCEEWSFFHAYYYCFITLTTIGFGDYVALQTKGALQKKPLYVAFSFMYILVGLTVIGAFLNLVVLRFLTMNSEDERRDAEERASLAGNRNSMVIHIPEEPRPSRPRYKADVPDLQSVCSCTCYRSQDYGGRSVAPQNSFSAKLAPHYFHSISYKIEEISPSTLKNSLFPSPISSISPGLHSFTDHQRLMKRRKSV
KCNK3 inh: human KCNK3 channel inhibition, primary screen | B-score at 10 µM | CHO-KCNK3 thallium flux, FluxOR fluorescence; hits give low values | O14649 | AID 602410 | hit rate 0.84% among 340,000;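 active means B-score under library mean minus 4 SD, starting fluorescence ratio at most library mean plus 5 SD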;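 further: more negative B-score means stronger inhibition of thallium flux through KCNK3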
TRPC4 agonist: activators of mouse TRPC4 channel | Q9QUQ5 | HEK293 TRPC4beta/mu-opioid, Fluo4 calcium fluorescence; hits give high values | B-score at 10 µM | hit rate 0.49% among 310,000;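 active means B-score above 5 SD of library B-scores, and initial fluorescence ratio not above library mean plus 5 SD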;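 further: positive B-score marks a calcium rise read as TRPC4 activation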
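Technique: kinetic Fluo4 calcium fluorescence; Test system: TRPC4beta and mu-opioid receptor HEK293 stable cells; Measure: B-scored integrated calcium fluorescence ratio; Benchmarks: low control buffer alone, high control maximal DAMGO; Schedule: 45 min room-temperature Fluo4 loading, 110 s read.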
TRPC4 potent: TRPC4 (mouse) allosteric potentiation. Q9QUQ5. HEK293 TRPC4beta/mu-opioid, DAMGO EC20, Fluo-4 Ca2+ flux; hits give high values. B-score at 10 µM. hit rate 0.42% among 310,000. AID 2227;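 active means B-score of calcium response area above 5 SD of library B-scores, with initial fluorescence ratio within 5 SD of library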;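 further: B-score of integrated fluorescence ratio over time as area under calcium response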
KCNQ1 pot: potentiates or activates the human KCNQ1 potassium channel | P51787 | CHO-K1 KCNQ1, thallium flux FluxOR fluorescence; hits give high values | B-score at 10 µM | hit rate 0.35% among 310,000 | AID 2648;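 active means fluorescence ratio B-score, a plate-corrected score, at least three library SD, with initial intensity B-score within 5 SD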
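Doses: Single concentration per compound, DMSO matched to controls | Test system: KCNQ1-transfected CHO-K1 cells | Timing: 90 min dye loading and 20 min compound exposure, both at room temperature | Measured by: Kinetic FluxOR thallium fluorescence, 10-s 1-Hz baseline, 110-s post-stimulus read | Medium: Assay buffer with matched DMSO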
Numbers without * were called inactive; i = inactive; ? = inconclusive; . = no result given; & = joins results of further samples.

SMILES	DYRK1A inh	ANO1 activ	hERG rescue	HDAC3 inhib	TMEM16A inh	KCNQ1 inh	KCNK9 inh	KCNK3 inh	TRPC4 agonist	TRPC4 potent	KCNQ1 pot
C=CCn1c(COc2ccc(F)cc2)nnc1SCC(=O)NC(=O)NCc1ccco1	1.9	i	-7.6	3.7	i	i	i	i	i	i	i
Cc1ccc(Nc2c(-c3ccc(N4CCOCC4)cc3)nc3cnccn23)cc1	2.6	i	-7.1	7.0	i	i	i	i	i	i	i
COc1cc(NC(=O)C/C(C)=N/NC(=O)C(=O)NCCO)c(OC)cc1Cl	5.5	i	-13.1	1.4	i	i	i	i	i	i	i
Cc1ccc(S(=O)(=O)NCc2ccco2)cc1C	.	i	-2.6	2.5	i	i	i	i	i	i	i
Fc1ccc(OCc2nnc(-c3ccccc3Br)o2)c(Cl)c1	5.8	i	-4.0	6.3	i	i	i	i	i	i	i
CCOC(=O)c1c(N)ssc1=S	-1.7	i	-0.3	11.1	i	i	i	i	i	i	i
CC(C)N(Cc1nc(-c2ccc(Cl)cc2)no1)C(=O)c1cccs1	1.6	i	-17.2	0.1	i	i	i	i	i	i	i
O=C(NNC1=NC2(CCCC2)Cc2ccccc21)c1cccnc1	3.8	i	-8.2	-2.3	i	i	i	i	i	i	i
Cc1ccc(S(=O)(=O)Nc2c(C)[nH]c(=O)[nH]c2=O)cc1C	-5.1	i	5.0*	-1.9	i	i	i	i	i	i	i
Cc1cc(C)cc(C(=O)N2CCN(c3ccccn3)CC2)c1	4.5	i	-1.1	2.4	i	i	i	i	i	i	i
O=C1C2C3C=CC([C@@H]2C(=O)N1c1nccs1)C31CC1 (stereo not given in full)	2.7	i	-11.7	2.3	i	i	i	i	i	i	i
O=C1C2CC=CCC2C(=O)N1Cc1nnc(-c2ccccc2Br)o1 (stereo not given)	1.6	i	-10.7	1.4	i	i	i	i	i	i	i

The closing 3 entries of the part above are carried over, then new ones follow.
SMILES	DYRK1A inh	ANO1 activ	hERG rescue	HDAC3 inhib	TMEM16A inh	KCNQ1 inh	KCNK9 inh	KCNK3 inh	TRPC4 agonist	TRPC4 potent	KCNQ1 pot
Cc1cc(C)cc(C(=O)N2CCN(c3ccccn3)CC2)c1	4.5	i	-1.1	2.4	i	i	i	i	i	i	i
O=C1C2C3C=CC([C@@H]2C(=O)N1c1nccs1)C31CC1 (stereo not given in full)	2.7	i	-11.7	2.3	i	i	i	i	i	i	i
O=C1C2CC=CCC2C(=O)N1Cc1nnc(-c2ccccc2Br)o1 (stereo not given)	1.6	i	-10.7	1.4	i	i	i	i	i	i	i
COc1cc2ccc(=O)oc2c(O[C@@H]2O[C@H](CO)[C@@H](O)[C@H](O)[C@H]2O)c1O	-1.6&-4.0	i	-4.4	-73.8&-48.0	i	i	i	i	i	i	i
Cc1ccccc1OC(=O)c1cccnc1	.	i	-2.1	2.8	i	i	i	i	i	i	i
O=C(Cn1ccc2ccccc2c1=O)NCC(=O)Nc1ccc(F)cc1F	4.8	i	-7.5	-0.4	i	i	i	i	i	i	i
Cc1sc(NC(=O)C2CSC3(C)CCC(=O)N23)nc1-c1ccc(F)cc1 (stereo not given)	-0.4	i	-7.1	-6.7	i	i	i	i	i	i	i
Cc1ccc(CNC(=O)c2cc3c(-c4ccc(Cl)cc4)nn(C)c3s2)o1	-5.5	i	-2.8	5.2	i	11*	-11.9*	-11.8*	i	i	i
Cc1cc(C)c(S(C)(=O)=O)c(Oc2ccc(F)cc2)n1	-3.2	i	-9.2	10.7	i	i	i	i	i	i	i
C=CCC(C)(NCc1ccccc1)c1ccco1 (stereo not given)	1.8	i	-4.8	-0.5	i	i	i	i	i	i	i
CCOc1ncccc1C(=O)Nc1ccc(S(=O)(=O)N2CCCC2)cc1	2.1	i	-6.5	2.3	i	i	i	i	i	i	i
O=C1CCCc2nc(NCc3ccco3)ncc21	4.9	i	-10.6	3.4	i	i	i	i	i	i	i
O=C(CCC(=O)Nc1ccc(F)cc1)N/N=C/c1ccc(O)cc1	8.0	i	-6.5	3.1	i	i	i	i	i	i	i
O=C1NCCN1Cc1ccc(Cl)cc1	.	i	-9.2	0.9	i	i	i	i	i	i	i
CC(C)[C@@H](C(=O)OCC(=O)Nc1ccc2c(c1)OCO2)N1C(=O)c2ccccc2C1=O	6.5	i	-4.3	-2.3	i	i	i	i	i	i	i
O=C(Nc1cccc(-c2cn3ccsc3n2)c1)c1ccccc1	7.0	i	-7.5	-8.5	i	i	-9.75*	i	i	i	i
CCc1nc(SCC(=O)Nc2nnc(CC(C)C)s2)n[nH]1	-0.3	i	-9.9	-3.2	i	i	i	i	i	i	i
N#Cc1c(NC(=O)CSc2nnnn2C2CCCCC2)sc2c1CCCC2	-0.2	i	-4.8	-6.1	25*	i	i	i	i	i	i
C[C@@]12CC(=O)NC1N(C(=O)c1cccc(C(F)(F)F)c1)C(c1ccccc1O)C2 (stereo not given in full)	-57.6	i	-7.8	1.3	i	i	i	i	i	i	i
CCCC(=O)c1c[nH]c(C(=O)NCCc2ccccn2)c1	-3.4	i	-6.2	-4.2	i	i	i	-10.8*	i	i	i
CC1(C(=O)N/N=C/c2ccccc2)CC1(Br)Br (stereo not given)	.	i	-16.1	2.0	i	i	i	i	i	i	i
C/C(Cn1nnc([N+](=O)[O-])n1)=N\NC(=O)c1ccccc1Cl	3.7	i	-9.8	-0.8	i	i	i	i	i	i	i
CC(=O)Nc1ccc(OCC(O)Cn2nc(C)c(C)c2C)cc1 (stereo not given)	-2.4	i	-3.8	13.5	i	i	i	i	i	i	i
NS(=O)(=O)c1ccc(CNC(=O)c2ccncc2)cc1	1.8	i	-2.3	-4.2	i	i	i	i	i	i	i
Cc1coc2cc3oc(=O)c(CCC(=O)N[C@@H](CCCNC(N)=O)C(=O)O)c(C)c3cc12	2.5	i	-7.4	-2.1	i	i	i	i	i	i	i
CCOC(=O)c1ccc(N2C(=O)c3n[nH]c(-c4ccco4)c3C2c2ccc([N+](=O)[O-])cc2)cc1 (stereo not given)	1.6	i	-5.0	13.9	i	i	-8.33*	-9.77*	i	i	i
CCC(CC)c1nnc(NC(=O)C2CC(=O)N(CCc3ccc(F)cc3)C2)s1 (stereo not given)	5.6	i	-10.1	-2.7	i	i	i	i	i	i	i
CC(C(c1ccc2c(c1)OCO2)c1c(N)n(C)c(=O)n(C)c1=O)[N+](=O)[O-] (stereo not given)	12.6	i	-2.0	-3.6	i	i	i	i	i	i	i
O=C(c1cc([N+](=O)[O-])[nH]n1)N1CCSCC1	-7.2	i	-5.2	6.1	i	i	i	i	i	i	i
COc1cccc(/C=N/Nc2ncc(C(F)(F)F)cc2Cl)c1O	-1.1	i	-8.2	-0.2	i	i	i	i	i	i	i
O=C(O)c1cccc2c1C(=O)N(CC1CCCO1)C2 (stereo not given)	-3.9	i	-3.3	-2.5	i	i	i	i	i	i	i
CCOc1ccc(N2CC(C(=O)NNC(=O)c3ccc(Br)cc3)CC2=O)cc1 (stereo not given)	-5.5	i	-9.6	-0.3	i	i	i	i	i	i	i
CCOC(=O)/C(C#N)=C\c1ccc(OC)c(OC)c1	10.2	i	-20.5	-4.9	i	i	i	i	i	i	i
CC(=O)NC(CC(=O)NCCOc1ccccc1F)c1ccccc1 (stereo not given)	-6.3	i	-6.9	4.4	i	i	i	i	i	i	i
CC(=O)NC1=NN(C(C)=O)C(c2ccco2)S1 (stereo not given)	1.4	i	-7.0	-2.7	i	i	i	i	i	i	i
CC(C)n1cc(-c2ccc(Cl)cc2)cc(C#N)c1=O	-4.2	i	0.3	6.1	i	i	i	-10.2*	i	i	i
O=C1NC(=O)/C(=C\c2ccccc2OCc2cccc([N+](=O)[O-])c2)N1	-1.8	i	-8.2	3.3	i	i	i	i	i	i	i
O=C(Nc1ccc(Nc2ccncc2)cc1)c1ccc([N+](=O)[O-])cc1	-1.5	-6.08*	-14.8	6.3	i	i	i	i	i	i	i
CC(C)=CCN1CCN(C/C(Cl)=C/c2ccccc2)CC1CCO (stereo not given)	-5.5	i	-8.7	-0.2	i	i	i	i	i	i	i
O=Cc1ccc(OCc2ccc3ccccc3c2)cc1	13.8	i	-13.0	1.7	i	i	i	i	i	i	i
CCOC(=O)c1c(N)sc2c(OC)c(Br)ccc12	31.1	i	-6.3	5.4	i	i	i	i	i	i	i
CC(C)Cc1nnc(NC(=O)CN2C(=O)NC3(CC(C)CC(C)(C)C3)C2=O)s1 (stereo not given)	11.1	i	-11.5	1.9	i	i	i	i	i	i	i
NS(=O)(=O)c1ccc(CNC(=S)Nc2ccc(Cl)c(Cl)c2)cc1	5.9	-5.27*	-8.8	-1.5	i	i	i	i	i	i	i
O=C(NNC(=O)c1cc2c(s1)CCCC2)c1ccccc1	-39.3	i	-2.9	?	i	i	i	i	i	i	i
COCCn1c(C)cc(C(=O)CN2CCCCC2)c1C	-1.9	i	-5.7	-3.5	i	i	i	i	i	i	i
CCC(C)NC(=O)CSc1nc2c(sc(=S)n2Cc2ccco2)c(=O)n1-c1ccccc1 (stereo not given)	-2.2	i	-11.1	7.6	i	i	i	i	i	i	i
CC(C)(C)c1ccc(C(=O)c2c[nH]c(C(=O)NCc3cccs3)c2)cc1	7.3	-8.1*	-6.2	-4.1	i	i	i	i	i	i	i
CCOC(=O)C1=C(CNCc2ccc(C)cc2)NC(=O)NC1c1cc(C)ccc1C (stereo not given)	-0.6	i	-12.8	2.7	i	i	i	i	i	i	i
Cc1nnc(C)n1/N=C/c1cccs1	2.1	i	-1.5	5.0	i	i	i	i	i	i	i
CCOc1ccc(C(=O)CCN2CCCCCC2)cc1	-11.1	i	-5.4	3.7	i	i	i	i	i	i	i
C=CCN(c1ccc(C(=O)Nc2ccc(C)cc2)cc1)S(C)(=O)=O	3.7	i	-10.2	-4.6	i	i	i	i	i	i	i
CC1(C)CC(NC(=O)CC(c2ccccc2)c2ccccc2)CC(C)(C)N1	2.5	i	-0.5	2.3	i	i	i	i	i	i	i
Cc1ccc2nc(SCc3ccc([N+](=O)[O-])cc3)nc(C)c2c1	2.3	i	-10.5	2.7	i	i	i	i	i	i	i
CCc1cc(C(=O)N2CCCC(N3CCN(c4cccc(C(F)(F)F)c4)CC3)C2)n(C)n1 (stereo not given)	-2.4	i	-9.3	3.3	i	i	i	i	i	i	i

Screening data: PubChem BioAssay, several laboratories

These rows are one share of the data. The share of hits here may be higher or lower than overall.
